Mtb RmlCD inh = inhibitors of Mycobacterium tuberculosis RmlC and RmlD coupled enzymes | RmlC+RmlD coupled enzyme assay, percent inhibition; primary screen in compound mixtures | inhibition, % at 3.6 µM | hit rate 0.03% among 160,000 | AID 1533; in the data active = inhibition mostly above about 34%, no sharp cut-off; inconclusive = no clear call, values can overlap the other calls; inactive = mostly below about 22%; also: some results filed as inactive read as strong as hits
Target sequence (P9WH09 whole entry, looked up): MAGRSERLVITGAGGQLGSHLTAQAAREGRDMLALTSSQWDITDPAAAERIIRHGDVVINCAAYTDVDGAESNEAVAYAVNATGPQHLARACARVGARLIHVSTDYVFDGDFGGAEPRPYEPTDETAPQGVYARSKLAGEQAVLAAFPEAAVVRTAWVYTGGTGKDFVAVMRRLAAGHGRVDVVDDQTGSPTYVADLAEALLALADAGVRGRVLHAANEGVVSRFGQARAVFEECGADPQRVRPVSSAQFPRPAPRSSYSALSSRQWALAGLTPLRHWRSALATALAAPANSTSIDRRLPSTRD
Target sequence (P9WH11 whole entry, looked up): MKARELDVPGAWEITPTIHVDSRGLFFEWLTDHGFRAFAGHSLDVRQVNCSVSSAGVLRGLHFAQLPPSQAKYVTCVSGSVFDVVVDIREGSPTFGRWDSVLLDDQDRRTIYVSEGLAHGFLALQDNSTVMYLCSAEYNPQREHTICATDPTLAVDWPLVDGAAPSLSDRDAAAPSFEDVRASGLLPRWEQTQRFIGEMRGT
M. tuberculosis GlmU = inhibition of mycobacterial GlmU enzyme – biochemical, glucosamine-1-phosphate acetyltransferase (AID 1376). hit rate 0.25% among 220,000. M. tuberculosis GlmU acetyltransferase enzyme assay; higher % means a stronger effect. inhibition, %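 (tested at 30 µM in the primary screen)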, or IC50 in µM where a hit was titrated; in the data active = inhibition above about 13%; inconclusive = no clear call, values can overlap the other calls;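 also: 0% = complete reaction with vehicle and 100% = reaction without substrate; strong numbers were not always called active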
* = called active by the depositor; ? = inconclusive; nt = no result given; & = joins results of further samples. Only part of the results is shown (hit frequency here may not be typical).

SMILES | Mtb RmlCD inh | M. tuberculosis GlmU
COCCn1c(SCC(=O)Nc2ccccc2OC)nc2c(oc3ccccc32)c1=O | -1 | 0.8%
CCOc1cc(-c2c(C#N)c(N)nc3c2CCCC3C)ccc1O (stereo not given) | 11 | -7.4%
CCN(Cc1ccncc1)C(=O)c1ccccc1NS(=O)(=O)c1ccc(Br)cc1 | ? | -8.3%
CCNC(=O)CN1C(=O)NC2(CCCCCC2)C1=O | 71 | 2.5%
CCOC(=O)N1CCN(C(=O)Nc2ccc(Cl)cc2)CC1 | -7 | -3.4%
O=C(CN1CCN(S(=O)(=O)c2ccc(Cl)s2)CC1)NCc1ccc(Cl)cc1 | 0 | nt
O=C(CCN1CCOCC1)NNC(=S)NC(=O)c1ccccc1 | -13 | -1.9%
COc1cc(NC(=O)c2ccccc2C)c(OC)cc1NC(=O)CN1CCOCC1 | -5 | 0.7%
Cc1cccc(N2C(=O)CN(Cc3sccc3C)C2=S)c1 | -8 | -1.3%
O=C1c2oc3ccccc3c(=O)c2C(c2cccc(O)c2)N1c1ccccn1 (stereo not given) | 3 | 4.2%
COc1cccc(/C=N\NC(=O)C2C(=O)NCC2c2ccccc2)c1O (stereo not given) | 8 | 11%
Cn1c(=O)c2c(nc(N3CCOCC3)n2CCSc2ncccn2)n(C)c1=O | -11 | -4.7%
Cc1ccccc1C(=O)NC(=S)Nc1ccc(S(=O)(=O)N2CCN(C)CC2)cc1 | 5 | -6.0%
COc1ccccc1/C=C1\SC(=S)N(CCC(=O)NC2=NCCS2)C1=O | 5 | -4.4%
CCCC(=O)N=C1SC2CS(=O)(=O)CC2N1c1ccc(-c2nc3ccc(C)cc3s2)cc1 (stereo not given) | -4 | -2.9%
COCc1cc(=O)[nH]c(-c2ccccc2)n1 | 18 | -11%
c1ccc(-c2nc(N3CCCCC3)nc3ccccc23)cc1 | nt | -0.8%
COc1cc2c(cc1OC)C(COc1ccc3c(C)cc(=O)oc3c1)N(C(=O)c1ccco1)CC2 (stereo not given) | nt | -3.0%
COc1cccc(-c2noc(-c3cccs3)n2)c1 | nt | -3.1%
c1cncc(-c2ccnc3ncnn23)c1 | 3 | 2.6%
CS(=O)(=O)Nc1ccc2c(c1)C(=O)OC2 | nt | 3.3%
O=C1NC(=S)N/C1=C\c1ccc(N2CCOCC2)cc1 | 2 | -3.4%
CCN(c1ccccc1)S(=O)(=O)c1ccc(Cl)c(NC(=O)CSc2nnc(C)s2)c1 | -2 | -3.7%
N#CCCn1c(-c2nonc2NC(=O)c2ccccc2Cl)nc2ccccc21 | nt | 4.2%
CN(CCC#N)C(=O)COc1ccc(Br)cc1Cl | -4 | 0.0%
CCCOc1ccccc1N/C(=N/c1nc(C)cc(C)n1)NC(=O)COc1ccc(OC)cc1 | 45 | -4.1%
Cc1ccc(C)c(Cn2nnc3c(=O)[nH]c(C(=O)NCc4ccco4)nc32)c1 | -6 | 4.0%
CC(C)N(Cc1nc(-c2ccccc2)no1)C(=O)C(Cl)(Cl)Cl | -6 | -7.8%
CCOc1ccc2c(c1)ncn2Cc1ccccc1 | 37 | -3.3%
CC(=O)OCCNc1cc(Sc2nc3ccccc3[nH]2)c2nonc2c1[N+](=O)[O-] | 28 | 116µM*
COc1ccc(CN2CCN(S(=O)(=O)c3ccc(NC(C)=O)cc3)CC2)cc1 | nt | -4.5%
Cc1c(Cl)cccc1NC(=O)c1cccc(OC(F)F)c1 | nt | 1.1%
COc1ccc(-c2cn3cccnc3n2)cc1NC(=O)CC(C)C | nt | 3.7%
Cc1cc(N)n(Cc2cccs2)n1 | 8 | -2.4%
COc1cc(NC(=O)c2cccs2)c(C(=O)OCC(=O)NC(=O)NC(C)(C)C)cc1OC | -5 | 1.8%
Cc1nc2cccc(C(=O)NC3CCCCC3)c2o1 | 6 | 14%*
FC(F)(F)c1cccc(OCc2nnc3n2CCC3)c1 | -10 | -1.6%
O=C(CSc1nc2ccccc2s1)N1c2ccccc2Sc2ccccc21 | nt | -0.3%
O=C(Cc1ccccc1)NNC1CC(=O)N(c2ccc(Br)cc2)C1=O (stereo not given) | -4 | 2.4%
COCCNC(=O)C1Nc2ccc(OC(F)(F)F)cc2C2C=CCC12 (stereo not given) | nt | -2.2%
CCn1cc(C(=O)NCc2cccs2)c(=O)c2ccc(C)nc21 | nt | 0.1%
CCCCSCc1ccc(C(=O)O)o1 | 2 | -1.9%
O=C(CN1CCOCC1)OCCCC1CCCCC1 | 1 | 0.1%
O=C(NCc1ccc2c(c1)OCO2)C1Cc2ccccc2CN1C(=O)c1ccco1 (stereo not given) | 6 | -1.3%
CCn1nc2cc(C(=O)NCCc3cccs3)ccc2c1OC | nt | 1.1%
O=C1c2cccc3c([N+](=O)[O-])ccc(c23)C(=O)N1c1ccccn1 | 11 | 1.3%
O=C(c1ccc(Cl)cc1)n1c(NCc2ccccc2)n[nH]c1=S | -6 | -3.4%
CC1Cc2nc(SCC(=O)NCc3ccco3)n(Cc3ccccc3)c(=O)c2S1 (stereo not given) | -7 | -4.7%
Cn1c(SCC(=O)Nc2nccs2)nnc1-c1ccncc1 | nt | 5.2%
CCOC(=O)c1c(C)n(C)c2ccc(OC)c(NC(=O)CN3CCCCC3)c12 | 6 | nt
COc1ccc(C2C(C(C)=O)=C(O)C(=O)N2Cc2cccnc2)cc1 (stereo not given) | nt | -2.3%
CCCN1C(=O)/C(=C2\SC(=S)N(c3c(C)n(C)n(-c4ccccc4)c3=O)C2=O)c2ccccc21 | -9 | -3.4%
C#CC(CC)(CC)NC(=S)Nc1ccc(S(N)(=O)=O)cc1 | -8 | 0.6%
c1ccc2c(c1)OCCOCCOCCO2 | -2 | -4.0%
COc1cc(NC(=O)CSc2nnc3n2C(C)(C)Cc2ccccc2-3)cc(OC)c1 | nt | -5.5%
Cc1cccc(C(=O)Nc2cccc(-c3cnc4ccccc4n3)c2)c1 | -8 | 4.1%
O=C(OCN1C(=O)c2ccccc2C1=O)C1CCCCC1 | 3 | -1.0%
Cc1ccc(-c2nc3[nH]c(=O)cc(NC(=O)C(C)C)n3n2)cc1 | -10 | -0.3%
COc1ccc(C2=NN(S(C)(=O)=O)C(c3cccs3)C2)cc1OC (stereo not given) | 3 | 1.8%
CCCCn1c(=O)c(C(=O)Nc2cnccn2)c(O)c2ccccc21 | 4 | 7.5%

A portion from further up, for reference:
SMILES | Mtb RmlCD inh | M. tuberculosis GlmU
O=C(c1ccc(Cl)cc1)n1c(NCc2ccccc2)n[nH]c1=S | -6 | -3.4%
CC1Cc2nc(SCC(=O)NCc3ccco3)n(Cc3ccccc3)c(=O)c2S1 (stereo not given) | -7 | -4.7%
Cn1c(SCC(=O)Nc2nccs2)nnc1-c1ccncc1 | nt | 5.2%
CCOC(=O)c1c(C)n(C)c2ccc(OC)c(NC(=O)CN3CCCCC3)c12 | 6 | nt
COc1ccc(C2C(C(C)=O)=C(O)C(=O)N2Cc2cccnc2)cc1 (stereo not given) | nt | -2.3%

(further entries)
SMILES | Mtb RmlCD inh | M. tuberculosis GlmU
CSc1sc(C(=O)NCC2CC2)cc1S(=O)(=O)C(C)C | -1 | 2.2%
Cc1ccc(/C=C/C(=O)N2CCc3ccccc3C2)cc1 | -5 | nt
CN(C)CCN(Cc1ccccc1)c1ccnc(N(C)C)c1C#N | -5 | nt
Oc1ccc(CN2CCCc3ccccc32)c2cccnc12 | nt | -0.9%
CS(=O)(=O)N1CCCC(C(=O)NCCCN2CCC(Cc3ccccc3)CC2)C1 (stereo not given) | -13 | 0.4%
O=C(Cn1c(C(F)(F)F)nc2ccccc21)c1ccc(Br)cc1 | 3 | 2.2%
CCOc1cc(-c2nc(C)c(C(C)=O)n2O)ccc1OCC(=O)Nc1ccccc1 | -7 | 2.6%
Cc1ccc(C(=O)NNc2cc(N3CCCC3)nc(N3CCCC3)n2)cc1 | nt | -2.4%
CCOc1ccc(Nc2c3c(nc4ncnn24)CC(C)CC3)cc1 (stereo not given) | 7 | 0.4%
O=C(CCNS(=O)(=O)c1ccc(Br)s1)NCc1ccccc1Cl | 8 | -7.6%
CC(=O)N1N=C(c2ccc(C)c([N+](=O)[O-])c2)OC1(C)C | -8 | 2.3%
Cc1ccc(CNC(=O)C2CCCN(C(=O)N(C)C)C2)cc1 (stereo not given) | nt | 5.1%
COc1ccc(C[C@H]2CN3C(=NC[C@H]3Cc3ccccc3)N2CCNC(=O)c2ccc(C)c(Br)c2)cc1 | nt | -13%
Cc1ccc(-c2ccc(CCC(=O)O)n2CC2CCCO2)cc1 (stereo not given) | nt | 0.5%
O=C(NNS(=O)(=O)c1ccccc1)c1cnn(-c2ccc(Cl)cc2)c1C(F)(F)F | 9 | 0.3%
Cc1nc2ccccc2n1/C(=N/S(=O)(=O)c1ccc(Br)cc1)c1ccccc1 | 1 | 2.1%
CCOC(=O)c1nc(N)c(=O)n(-c2ccccc2)n1 | nt | -6.7%
Cc1ccc2oc(=O)c(/C=C(\O)C(C)(C)C)nc2c1 | 2 | 0.4%
CN(C)Cc1ccccc1OC(=O)N(C)C | 7 | 3.0%
Cc1cc2nc(/N=C(\N)NC(=O)C(C)C)nc(C)c2cc1C | nt | 7.6%

Quoted at random: 6 entries already listed
SMILES | Mtb RmlCD inh | M. tuberculosis GlmU
Cc1ccc(-c2ccc(CCC(=O)O)n2CC2CCCO2)cc1 (stereo not given) | nt | 0.5%
CC(=O)N1N=C(c2ccc(C)c([N+](=O)[O-])c2)OC1(C)C | -8 | 2.3%
CN(C)CCN(Cc1ccccc1)c1ccnc(N(C)C)c1C#N | -5 | nt
Cc1nc2ccccc2n1/C(=N/S(=O)(=O)c1ccc(Br)cc1)c1ccccc1 | 1 | 2.1%
O=C(Cn1c(C(F)(F)F)nc2ccccc21)c1ccc(Br)cc1 | 3 | 2.2%
O=C(NNS(=O)(=O)c1ccccc1)c1cnn(-c2ccc(Cl)cc2)c1C(F)(F)F | 9 | 0.3%

Continuation.
SMILES | Mtb RmlCD inh | M. tuberculosis GlmU
O=C(NCc1ccc2c(c1)OCO2)c1n[nH]c(=O)c2ccccc12 | -13 | 0.5%
O=C(CSc1nc2ccccc2s1)N1CCOCC1 | -1 | 2.4%
CCO[C@@H]1OC(C(=O)NCc2ccccc2)=C[C@H](c2ccc(Br)cc2)[C@H]1CCCO | nt | 3.1%
COc1ccccc1/C=C/C=N/n1c(COc2ccccc2)n[nH]c1=S | 43 | 2.9%
CC(C)C(=O)Nc1ccc(C(=O)NNC(=O)C(c2ccccc2)c2ccccc2)cc1 | -6 | 2.2%
O=C(O)CSCc1c(F)cccc1Cl | nt | -1.1%
COc1ccc(CCN2CCCn3c2nc2c3c(=O)n(Cc3ccccc3F)c(=O)n2C)cc1OC | 17 | -0.6%
CCc1cc2c(-n3nc(C)cc3C)ncnc2s1 | nt | 1.1%
O=C(Cc1ccc(-c2ccccc2)cc1)NCc1cccnc1 | 6 | -3.4%
O=C(NC(=S)Nc1cccc(NC(=O)c2ccccc2Cl)c1)c1cccs1 | nt | -1.2%
O=C1CNCc2[nH]c3ccccc3c2N1c1ccccc1 | -9 | -1.9%
CCOC(=O)c1sc(NC(=O)CN2C(=O)c3cccc4cccc(c34)C2=O)nc1C | -8 | 4.2%
CCCC(=O)n1nc(-c2ccco2)nc1SCc1ccccc1 | -4 | 7.5%
COC(=O)C(=Nc1ccccc1)/C(C(=O)C(=O)N(C)c1ccccc1)=C(\O)c1ccccc1 | -3 | 3.8%
CC(C)CC12CN3CCN(CC(C3)C1O)C2 (stereo not given) | 36 | -3.0%
COC(=O)c1ccc(N=Cc2c(C(F)(F)F)[nH][nH]c2=O)cc1 | 6 | 0.9%
CCc1ccc(-n2c(=O)c3c(C)c(C(=O)N(C)C)sc3n(CC(=O)NCC3CCCO3)c2=O)cc1 (stereo not given) | -7 | 6.9%
COc1ccc(OCC(O)CNC(=O)c2ccc(OC)cc2)cc1 (stereo not given) | -11 | 6.5%
CCn1c(N)c(C(=O)NCc2cccnc2)sc1=S | -6 | 1.2%
Cc1ccc2[nH]nc(C(=O)N3CCCC(C(=O)c4ccc(Cl)cc4)C3)c2c1 (stereo not given) | nt | -3.2%

In a second layout: entries from further up.
Values in the order – Mtb RmlCD inh | M. tuberculosis GlmU
COC(=O)c1ccc(N=Cc2c(C(F)(F)F)[nH][nH]c2=O)cc1
  6 | 0.9%
COc1ccccc1/C=C/C=N/n1c(COc2ccccc2)n[nH]c1=S
  43 | 2.9%

(more compounds)
SMILES | Mtb RmlCD inh | M. tuberculosis GlmU
COc1cccc(-c2ccc(SCC(=O)N3CCN(c4ccccc4)CC3)nn2)c1 | 3 | -0.1%
COc1ccc(C(O)c2nccn2Cc2ccccc2)cc1 (stereo not given) | nt | -6.0%
Cc1ccc(/C(N)=N/OC(=O)c2cccs2)cc1 | -12 | -2.5%
COc1cc(NC(=O)c2cccc3c2C(=O)N(Cc2cccnc2)C3)cc(OC)c1OC | nt | 4.4%&-7.8%
CCC(NC(=O)CCCc1ccccc1)c1ccccc1 (stereo not given) | nt | -1.5%
C=CCNC(=S)Nc1ccc(Br)cc1F | nt | 3.0%
COc1cc(/C=N/NC(=O)C[n+]2ccccc2)cc(OC)c1OC | 2 | -2.7%
CC1(C)CSC(=NCCc2ccccc2)N1C(=O)c1ccc(C#N)cc1 | -5 | 1.4%
O=C(CSC1=Nc2ccccc2C2=NC(CC(=O)NCc3ccco3)C(=O)N12)NCc1ccco1 (stereo not given) | -3 | -7.4%
CCOC(=O)N1CCC(NC(=O)C2CCCN(S(C)(=O)=O)C2)CC1 (stereo not given) | nt | 3.8%
O=C1c2ccccc2C(=O)N1CCc1ccccn1 | 11 | 0.4%
CCOC(=O)c1cc(C#N)c(SCC(=O)c2cc(C#N)c(SC)nc2C)[nH]c1=O | 5 | 4.4%
Cc1ccnc(NC(=O)CCC(=O)N(CC(=O)NC2CCCCC2)c2ccc3c(c2)OCO3)c1 | nt | 2.7%

Screening results deposited in PubChem BioAssay by several laboratories.
